High-throughput results as filed in PubChem BioAssay.
TMEM16A act: activates or potentiates the mouse TMEM16A chloride channel | Q8BHY3 | HEK293 TMEM16A/YFP-H148Q/I152L, iodide quench fluorescence; hits give low values | B-score at 10 µM | 340,000 tested, 0.3% active;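 active = fluorescence-ratio B-score plate-corrected deviation score at least 3 library SD below zero, with starting fluorescence score within 5 deviations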;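 note: channel opened by trigger with iodide after compound preincubation; score built on the fluorescence ratio of max minus min over baseline; more negative score means more quench and so TMEM16A activation or potentiation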
TMEM16A inh: mouse TMEM16A channel inhibition, primary screen; HEK293 TMEM16A/YFP iodide influx fluorescence, ionomycin; normalized B-score (activity score, 25-100; higher = stronger inhibition) at 10 µM; Q8BHY3; 310,000 tested, 1.2% active; AID 588511;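 active = ratio plate-corrected score three or more library SD toward inhibition, starting fluorescence score within five deviations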;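 note: score derived from kinetic fluorescence span divided by baseline fluorescence per well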
RGS4 inh: inhibitors of human RGS4 | P49798 | HEK293 M3R/RGS4 inducible, Fluo-4 calcium flux; hits give high values; triggered by carbachol at its EC20 | B-score at 10 µM | 310,000 tested, 0.45% active;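 active = B-score, a plate-corrected calcium signal, over three deviations above library mean, with baseline fluorescence within five deviations of library mean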;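 note: RGS4 expression induced by doxycycline in cells with stable M3 receptor; B-score is computed from the integrated fluorescence ratio over baseline after carbachol; higher B-score means a larger calcium signal and so more RGS4 inhibition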
KCNK9 inh: blocks the human KCNK9 two-pore domain potassium channel; Q9NPC2; HEK293 KCNK9, FluxOR thallium flux fluorescence; hits give low values; B-score at 10 µM; 310,000 tested, 1.2% active;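 active = ratio B-score over 3 SD below the library mean, with starting fluorescence within 5 SD of its mean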;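 note: negative B-score means less thallium flux so channel inhibition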
hERG rescue: shields human hERG channel from block by proarrhythmic agents; 310,000 tested, 0.51% active; Q12809; AID 1511; CHO-hERG, FluxOR thallium flux, dofetilide IC70 present; activation (rescue from dofetilide block), less the hit threshold, % at 10 µM;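 active = activation above the mean of controls blocked by dofetilide plus 5 SD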;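 note: thallium influx through hERG after potassium depolarization seen as dye fluorescence rise; in these data hits start at about 4.7%; inactives centre near -7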
KCNQ1 inh: blocks the human KCNQ1 potassium channel | AID 2642 | 310,000 tested, 1.3% active | CHO-K1 KCNQ1, FluxOR thallium flux fluorescence; hits give high values | P51787 | B-score at 10 µM;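 active = compounds whose thallium flux B-score, printed positive for inhibition, exceeds three library SD while starting fluorescence stays within three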;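 note: channel opened by potassium depolarization with thallium stimulus after 20 min compound exposure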
Target sequence (P51787 whole entry, looked up): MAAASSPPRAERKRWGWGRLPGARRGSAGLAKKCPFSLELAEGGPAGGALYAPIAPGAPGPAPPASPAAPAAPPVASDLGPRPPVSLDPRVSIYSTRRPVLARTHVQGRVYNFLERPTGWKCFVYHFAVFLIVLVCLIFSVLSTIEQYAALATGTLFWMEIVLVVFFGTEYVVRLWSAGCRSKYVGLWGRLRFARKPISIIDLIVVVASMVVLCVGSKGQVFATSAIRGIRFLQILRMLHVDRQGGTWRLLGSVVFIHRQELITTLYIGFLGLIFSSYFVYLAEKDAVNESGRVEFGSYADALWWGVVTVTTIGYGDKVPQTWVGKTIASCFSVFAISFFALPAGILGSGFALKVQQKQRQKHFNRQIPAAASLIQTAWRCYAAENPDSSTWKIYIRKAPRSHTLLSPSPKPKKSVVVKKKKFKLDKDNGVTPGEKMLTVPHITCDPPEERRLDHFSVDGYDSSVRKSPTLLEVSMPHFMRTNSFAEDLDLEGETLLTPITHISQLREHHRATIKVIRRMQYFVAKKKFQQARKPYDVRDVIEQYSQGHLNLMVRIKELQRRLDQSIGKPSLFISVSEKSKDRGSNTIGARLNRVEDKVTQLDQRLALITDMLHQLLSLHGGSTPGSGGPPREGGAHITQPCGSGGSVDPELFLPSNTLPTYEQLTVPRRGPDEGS
KCNK3 block: human KCNK3 channel inhibition, primary screen | 340,000 tested, 0.84% active | CHO-KCNK3 thallium flux, FluxOR fluorescence; hits give low values | B-score at 10 µM;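 active = B-score under library mean minus 4 SD, starting fluorescence ratio at most library mean plus 5 SD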;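 note: more negative B-score means stronger inhibition of thallium flux through KCNK3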
SKKanGAS inh: SKKanGAS growth inhibition; S. pyogenes SKKanGAS, kanamycin growth, BacTiter-Glo, 6 h; inhibition, % at 7.5 µM; 300,000 tested, 1.3% active; AID 1662;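 active = mean replicate score, as percent of positive control median, at least 50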;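 note: strain carries kanamycin resistance gene driven by streptokinase promoter and grows in 40 µg/ml kanamycin; loss of luminescence reflects streptokinase promoter inhibition or plain growth inhibition; 0% = median of DMSO wells and 100% = positive control at its reference dose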
RGS4 act: RGS4 potentiation or activation | 310,000 tested, 0.92% active | B-score at 10 µM | HEK293 M3R/inducible RGS4, carbachol calcium flux Fluo4; hits give low values;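 active = B-score of the integrated calcium signal more than 4 SD below the library mean, with starting fluorescence not abnormally high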;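 note: negative B-score means reduced calcium response which marks RGS4 activation or potentiation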
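test system = M3R-expressing HEK293 line, RGS4 induced by doxycycline | probe or stimulus = carbachol at ECmax as muscarinic agonist stimulus | timing = dye loading 30 min 37 °C, buffer rest 30 min RT | signal = calcium dye Fluo4 fluorescence | evaluation = B score from integrated fluorescence ratio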
KCNQ1 pot: potentiators or activators of human KCNQ1 potassium channel; B-score at 10 µM; CHO-K1 KCNQ1, thallium flux FluxOR fluorescence; hits give high values; 310,000 tested, 0.35% active; AID 2648;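 active = fluorescence ratio B-score, a plate-corrected score, at least three library SD, with initial intensity B-score within 5 SD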
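Assay system: CHO-K1 cells stably expressing KCNQ1; Medium: assay buffer with matched DMSO; Also added: K+/Tl+ depolarizing stimulus; Dosing: single dose; Timing: dye 90 min, compound 20 min, room temperature; Measured by: kinetic FluxOR thallium fluorescence, 10-s 1-Hz baseline, 110-s post-stimulus read; Read-out: peak-minus-minimum fluorescence over initial fluorescence, negative-control normalized, B-scored.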
HDAC3 inh: inhibitors of human histone deacetylase 3; 320,000 tested, 0.15% active; recombinant HDAC3, fluorogenic peptide/trypsin coupled, fluorescence; inhibition, % at 8.3 µM; O15379; in the data active = inhibition above about 26%, passing the limit was not always enough
Target sequence (O15379 whole entry, looked up): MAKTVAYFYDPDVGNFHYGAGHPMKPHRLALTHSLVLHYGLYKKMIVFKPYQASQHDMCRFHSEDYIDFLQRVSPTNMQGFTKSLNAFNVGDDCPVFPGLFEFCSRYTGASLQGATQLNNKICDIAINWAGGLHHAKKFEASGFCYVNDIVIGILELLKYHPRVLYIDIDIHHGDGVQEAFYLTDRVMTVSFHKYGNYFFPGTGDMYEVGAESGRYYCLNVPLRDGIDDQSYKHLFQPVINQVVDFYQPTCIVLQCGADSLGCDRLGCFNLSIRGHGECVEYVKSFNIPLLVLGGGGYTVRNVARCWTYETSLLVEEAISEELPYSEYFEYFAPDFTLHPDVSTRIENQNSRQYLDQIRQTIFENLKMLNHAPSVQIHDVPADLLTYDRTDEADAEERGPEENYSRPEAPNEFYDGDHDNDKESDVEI
* hit, by the source's call; i = inactive; nt = not tested or not shown. Rows are unselected; 6.3% or so of the library scored in one or more.

smiles | TMEM16A act | TMEM16A inh | RGS4 inh | KCNK9 inh | hERG rescue | KCNQ1 inh | KCNK3 block | SKKanGAS inh | RGS4 act | KCNQ1 pot | HDAC3 inh
CCOC(=O)c1ccc2c(c1)nc(C1CCN(S(=O)(=O)c3cccs3)CC1)n2CC | i | 25* | i | i | -17 | i | i | 2 | i | i | 6
COc1ccc(S(=O)(=O)n2cccc2)cc1OC | i | i | i | i | -8 | i | i | -3 | i | i | -4
CC(C)c1nc(SCC(=O)N2CCc3ccccc32)n[nH]1 | i | i | i | i | -14 | i | i | -2 | i | i | -5
CCC(C)(C(=O)NC1CCCCC1)N(C(=O)Cc1cccs1)c1ccccc1 (stereo not drawn) | i | i | i | i | -12 | i | i | 0 | i | i | -9
CC(C)(C)c1ccc(OCC(=O)NNC(=O)Nc2ccccc2)cc1 | i | i | i | i | -4 | i | i | 0 | i | i | -1
COc1ccc(S(=O)(=O)Oc2cccc(C(=S)N3CCOCC3)c2)cc1 | i | i | i | i | -4 | i | i | -2 | i | i | -1
Cc1nn(C)c(C)c1CN(C)S(=O)(=O)c1ccc(F)cc1 | i | i | i | i | -3 | i | i | 1 | i | i | 5
Cn1nnnc1SCC(=O)N1CCN(c2ccc(Cl)cc2)CC1 | i | i | i | i | -11 | i | i | -20 | i | i | -2
Cc1ccc(C)n1-c1ccc2c(c1)COC2=O | nt | i | i | i | -10 | i | nt | 18 | i | i | 8
CCOC(=O)/C(C#N)=C/c1ccc(OCC(=O)Nc2ccc(OC)cc2)c(OC)c1 | i | i | i | i | -5 | i | i | -2 | i | i | 3
Cc1cc(SCC(=O)N/N=C/c2ccc(O)c(O)c2)c(C)cc1Br | i | i | i | i | -16 | i | i | 37 | i | i | -1
NC(=O)COC(=O)CNC(=O)c1cc(Cl)cc([N+](=O)[O-])c1 | i | i | i | i | -6 | i | i | -2 | i | i | 1
O=C(CCn1nc(-c2ccc(F)cc2)ccc1=O)NCc1ccccc1 | i | i | i | i | -5 | i | i | 1 | i | i | -7
Cn1c2ccccc2c2cc(/C=N/NC(=O)c3ccc(N)cc3)ccc21 | i | i | i | i | -20 | i | i | -18 | i | i | 0
Cn1c(SCc2ccc(F)cc2)nnc1-c1cnccn1 | i | i | i | i | -7 | i | i | -2 | i | i | 4
O=C(CSc1ccccn1)N1CCc2ccccc21 | i | i | i | i | -15 | i | i | -3 | i | i | -8
O=C1CN(C(=O)CSc2nc3cc(Cl)ccc3c(=O)n2Cc2ccccc2)c2ccccc2N1 | i | i | i | i | -1 | i | i | -4 | i | i | 3
C=CCn1c(=O)c2ccccc2n2c(Sc3nnnn3-c3ccccc3)nnc12 | i | i | i | i | -6 | i | i | 3 | i | i | 2
NC(=S)N/N=C/c1ccc2cccc(OCc3ccccc3)c2n1 | i | i | i | i | -5 | i | i | -7 | i | i | -10
C/C(O)=C(/C=NCC(=O)O)C(=O)Nc1nccs1 | i | i | i | i | -4 | i | i | 22 | i | i | 6
O=C(NC(C(=O)O)c1ccccc1)c1ccccc1 (stereo not drawn) | i | i | i | i | -5 | i | i | 0 | i | i | 5
CC(C)COC(=O)Nc1nnc(Cc2ccccc2)s1 | i | i | i | i | -12 | i | i | -9 | i | i | 2
CS(=O)(=O)N1CCN(c2c(Cl)cccc2[N+](=O)[O-])CC1 | i | i | i | i | -8 | i | i | -4 | i | i | 3
Cn1ccnc1SCC(=O)c1cccc(Br)c1 | i | i | i | i | -5 | i | i | 2 | i | i | 2
CC(NC(=O)CSc1nc2ccc(N)cc2s1)c1ccccc1 (stereo not drawn) | i | i | i | i | -22 | i | i | 10 | i | i | 4
CC(=O)COc1ccc2c3c(c(=O)oc2c1)CCCC3 | i | i | i | i | -11 | i | i | 2 | i | i | -23
Cc1ccccc1NC(=O)c1ccc(F)c(S(=O)(=O)N2CCN(c3ccccn3)CC2)c1 | i | i | i | i | -10 | i | i | 4 | i | i | -3
Cn1c(-c2ccc(F)cc2)cnc1NCc1ccc(C#N)cc1 | i | i | i | i | -13 | i | i | 7 | i | i | -3
CC(NO)C(C)(C)NO (stereo not drawn) | i | i | i | i | -8 | i | i | 4 | i | i | 1
COc1ccccc1NC(=S)N(Cc1cccnc1)Cc1ccccc1Cl | i | i | i | i | -17 | i | i | 6 | i | i | 6
CCOc1ccccc1N1CCN(C(=O)CN2C(=O)NC3(CCCC3)C2=O)CC1 | i | i | i | i | -9 | i | i | -4 | i | i | 6
O=C(CSc1nc(-c2ccccc2)nc2ccccc12)Nc1cccc(C(=O)O)c1 | i | i | i | i | -9 | i | i | 38 | i | i | 3
COc1cccc(C(=O)Nc2cc(C)c3c(=O)oc4ccccc4c3n2)c1 | i | i | i | -11* | -7 | i | -10* | 5 | i | i | -2
CC(=O)C1=C(S(=O)(=O)c2ccc(C)cc2)CS(=O)(=O)C1 | i | nt | 26* | i | -7 | i | i | -7 | i | i | nt
Cc1cccc(C(=O)N2CCCC(Nc3ccc(F)c(F)c3)C2)n1 (stereo not drawn) | i | i | i | i | -13 | i | i | -3 | i | i | 13
Cc1cc(Nc2ccc(F)cc2C)n2nc(C)nc2n1 | i | i | i | i | -5 | i | i | -3 | i | i | 10
CCCn1c(SCC(=O)Nc2ccc(C)c(S(=O)(=O)N3CCOCC3)c2)n[nH]c1=O | i | i | i | i | -9 | i | i | -14 | i | i | 0
CCOc1ccc2nc(NC(=O)CN3CCC(n4nnc5cc(C(F)(F)F)ccc54)CC3)sc2c1 | i | i | i | i | -2 | i | i | 52* | i | i | -3
Cc1ccc(C)c(NC(=O)Cn2nc([N+](=O)[O-])c(Br)c2C)c1 | i | i | i | i | -4 | i | i | 4 | i | i | nt
COc1ccccc1NS(=O)(=O)c1ccc(OC)c(OC)c1 | i | i | i | i | 3 | i | i | 1 | i | i | 0
COc1ccccc1N1CCN(C/C=C/c2ccc(N(C)C)cc2)CC1 | nt | i | i | i | -14 | i | nt | 1 | i | i | 1
CCN(C(=O)C(=O)c1c[nH]c2ccccc12)c1ccccc1 | i | i | i | i | -8 | i | i | 1 | i | i | 3
O=C(/C(=C/c1ccccc1)c1ccccc1)N1CCCCC1 | i | i | i | i | -8 | i | i | 5 | i | i | -2
CCOC(=O)N1CCN(C(=O)CN(c2ccccc2OC)S(=O)(=O)c2ccc(OC)cc2)CC1 | i | i | i | i | -8 | i | i | -4 | i | i | 3
COc1cc(CN2CCN(c3cccc(C)c3C)CC2)cc([N+](=O)[O-])c1O | i | i | i | i | -1 | i | i | 2 | i | i | -6
Cc1cc(-c2nnc(CCC(=O)NCCc3ccccc3F)o2)no1 | i | i | i | i | -9 | i | i | -9 | i | i | 1
COc1ccc(N2CCN(C(=O)COC(=O)/C=C/c3ccc(OC(F)F)cc3)CC2)cc1 | i | i | i | i | -10 | i | i | -1 | i | i | nt
Cc1ccc(S(=O)(=O)NCC(=O)OCC(=O)c2cc(C)n(-c3ccccc3)c2C)cc1 | i | i | i | i | -6 | i | i | 18 | i | i | nt
Cc1cc(NC(=O)Nc2cc(F)ccc2F)no1 | i | i | i | i | -8 | i | i | -4 | i | i | -1
Cc1ccc(O)c(NC(=O)c2ccc3c(c2)C(=O)N(CC(C)C)C3=O)c1 | i | i | i | i | -11 | i | i | 1 | i | i | 5
N/C(=N\N=C\c1cccc(O)c1)c1nonc1N | i | i | i | i | -7 | i | i | 0 | i | i | 13
COC(=O)c1ccc2[nH]c(C)cc(=O)c2c1 | i | i | i | i | -1 | i | i | 3 | i | i | -19
C/C=C/C=C/C(=O)N1CC2(CC(c3cccc(NC(=O)CCCCC)c3)=NO2)C[C@H]1C(N)=O (stereo partly drawn) | i | i | i | i | -7 | i | i | -1 | i | i | 61*
Cc1ccc(CNC(=O)Cn2cccc2C(=O)c2ccccc2C)cc1 | i | i | i | i | -6 | i | i | -8 | i | i | 0
COc1ccc2c(Cl)c(C(=O)NC3CCS(=O)(=O)C3)sc2c1 (stereo not drawn) | i | i | i | i | -10 | i | i | -3 | i | i | 1
O=S(=O)(Nc1nccs1)c1ccc(Cl)cc1 | i | i | i | i | -5 | i | i | 0 | i | i | 2

(further entries)
smiles | TMEM16A act | TMEM16A inh | RGS4 inh | KCNK9 inh | hERG rescue | KCNQ1 inh | KCNK3 block | SKKanGAS inh | RGS4 act | KCNQ1 pot | HDAC3 inh
Oc1ccc(Br)cc1-c1cc(-c2ccccc2Cl)[nH]n1 | i | i | i | i | -15 | i | i | 23 | i | i | 4
COc1ccc(C(C(=O)NC2CCCCC2)N(C(=O)CCCC(=O)Nc2ccccn2)c2ccc3c(c2)OCCO3)cc1 (stereo not drawn) | i | i | i | i | -6 | i | i | 3 | i | i | -2
CCN1CCN(C(=S)NCCc2ccccc2)CC1 | i | i | i | i | -6 | i | i | 4 | i | i | 5
CC(=O)c1cccc(NC2c3ccccc3C(=O)N2Cc2ccco2)c1 (stereo not drawn) | i | i | i | i | -13 | i | i | 4 | i | i | 1
O=C(Oc1ccc(-c2csnn2)cc1)C1CC1 | i | i | i | i | -6 | i | i | -11 | i | i | 1
CCOC(=O)c1c(-c2ccccc2)csc1NC(=O)CSc1nc(C)cc(C)n1 | i | i | i | i | -10 | i | i | -7 | i | i | 4
C[C@H](CCC(=O)O)[C@H]1CC[C@H]2[C@@H]3C(=O)C[C@@H]4CC(=O)CC[C@]4(C)[C@H]3CC(=O)[C@]12C | i | i | i | i | -3 | i | i | -7 | i | i | -1
O=C(/C(=C(\O)c1ccccc1)c1ncc[nH]1)c1ccccc1 | i | i | i | i | -6 | i | i | -3 | i | i | 10
CC(C)CCNC(=O)C1CCC(=O)N1CCc1ccccc1 (stereo not drawn) | i | i | i | i | -5 | i | i | -1 | i | i | -4
O=C(NCCN1CCOCC1)C1CCN(c2nc3ccccc3o2)CC1 | i | i | i | i | -6 | i | i | 4 | i | i | -3
CCCCCC(=O)OCCc1c(C)nc2nc[nH]n2c1=O | i | i | i | i | -7 | i | i | nt | i | i | 5
COCCOC(=O)C1=C(C)NC(=O)NC1c1ccc(Cl)cc1 (stereo not drawn) | i | i | i | i | -6 | i | i | -10 | i | i | 0
O=S(=O)(c1ccc(Cl)cc1)N1CCN(CCc2ccccc2)CC1 | i | i | i | i | -8 | i | i | 2 | i | i | -2
